# Salmonella PhoP GFP: inhibitors of PhoP regulon expression, primary screen, Salmonella Typhimurium, GFP reporter (AID 1863); S. Typhimurium PhoP-regulated promoter GFP reporter, 4 h; higher % means a stronger effect; inhibition, % at 50 µM, or IC50 in µM where a hit was titrated; 300,000 tested, 0.16% active;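 active = inhibition over 29.93%, a cutoff 3 SD above the screen mean, later confirmed by dose response; inconclusive = inhibition over 29.93% but no dose response follow-up; inactive = inhibition at most 29.93% or unconfirmed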;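 note: 0% = low Mg2+ inducing control and 100% = high Mg2+ repressing control; strong numbers were not always called active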
# RSV CPE inhibition: RSV antiviral activity via CPE protection, HEp-2 cells, primary 10 µM value included (AID 2391). HEp-2 cells, RSV-induced CPE inhibition; higher % means a stronger effect. one-dose CPE inhibition, % at 10 µM; IC50 in µM for titrated hits. 310,000 tested, 0.13% active; in the data active = a potency from the dose series; inconclusive = CPE inhibition mostly from about 23% at the one dose, without a potency; inactive = the rest, 99 in 100 with CPE inhibition below about 21%; note: strong numbers were not always called active
# NS5 inhibitors: Dengue-2 NS5 methyltransferase inhibitors, primary screen, biochemical, confirmation dose response (AID 588689) | Genome polyprotein (Dengue virus type 2 (strain 16681-PDK53)) | Dengue-2 NS5 methyltransferase capping enzyme assay, biochemical; higher % means a stronger effect | one-dose inhibition, % at 25 µM; IC50 in µM for titrated hits | 340,000 tested, 0.3% active; in the data active = a potency from the dose series; inconclusive = inhibition above about 29% without an active follow-up result
# LYP phosphatase: inhibitors of LYP phosphatase, biochemical, fluorescence intensity, uHTS (AID 1779); recombinant LYP phosphatase, fluorescence intensity; higher % means a stronger effect; one-dose inhibition, % at 11.5 µM; IC50 in µM for titrated hits; Tyrosine-protein phosphatase non-receptor type 22 (Homo sapiens); 290,000 tested, 0.054% active; in the data active = inhibition above about 50%;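 note: plate controls were vehicle with enzyme for no effect and no enzyme for full effect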
# West Nile virus CPE: West Nile virus antiviral activity, cell-based, CPE readout (AID 1621) | 290,000 tested, 0.02% active | West Nile virus-infected cells, CPE inhibition; higher % means a stronger effect | CPE inhibition, % at 10 µM, or IC50 in µM where a hit was titrated; in the data active = a potency from the dose series; inconclusive = CPE inhibition mostly from about 3.7% at the one dose, without a potency; inactive = the rest, 99 in 100 with CPE inhibition below about 2.2%; note: strong numbers were not always called active
# CSM14.1 death rescue: rescue of cells from ER stress-induced death, primary screen, 384-well, CSM14.1, thapsigargin, ATP luminescence (AID 1222) | CSM14.1 thapsigargin-induced death rescue, ATP luminescence; higher % means a stronger effect | cellular ATP content (survival), % at 20 µM; hits with a dose series show EC50 in µM | 190,000 tested, under 10 active;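 active = EC50 below 50 µM in the dose-response confirmation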;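 note: death triggered by thapsigargin at about 15 µM added after 2 h compound pretreatment; cell ATP read after overnight thapsigargin exposure of roughly 18 to 22 hours; normalized against plate controls of thapsigargin alone and 5% DMSO vehicle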
# MgcRacGAP inhibition: MgcRacGAP GTPase-activating activity inhibitors, confirmation, biochemical, ADP Hunter fluorescence. inhibition, % at 30 µM; hits with a dose series show IC50 in µM. MgcRacGAP-stimulated Rac1 GTP hydrolysis, ADP Hunter fluorescence; higher % means a stronger effect; GST-tagged Rac1 F28L mutant substrate. 340,000 tested, 0.6% active;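 active = first-screen hits whose inhibition reached a set limit at any dose in the follow-up dose series; inconclusive = inhibition above the set first-screen limit but never retested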;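 note: fluorescence reports GDP produced by GAP-driven GTP hydrolysis; strong numbers were not always called active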
# GPR35 arrestin U2OS: GPR35 antagonists blocking zaprinast-driven arrestin recruitment, primary screen, imaging, U2OS, beta-arrestin-GFP, zaprinast agonist (AID 2058); 290,000 tested, 0.052% active; G-protein coupled receptor 35 (Homo sapiens); inhibition, % at 10 µM; hits with a dose series show IC50 in µM; U2OS GPR35 beta-arrestin-GFP translocation imaging, zaprinast antagonism; higher % means a stronger effect;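 active = inhibition of at least 50% with at least 30 cells and total cytoplasm GFP at most 10,000,000; inconclusive = under 30 cells or total GFP of 10,000,000 plus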
# SV40 large T antigen: SV40 large T antigen inhibitors, biochemical (AID 1903) | 310,000 tested, 0.39% active | inhibition, % at 20 µM, or IC50 in µM where a hit was titrated | SV40 large T antigen ATPase/helicase inhibition assay; higher % means a stronger effect; in the data active = a potency from the dose series; inconclusive = inhibition mostly from about 32% at the one dose, without a potency; inactive = the rest, 99 in 100 with inhibition below about 32%; note: strong numbers were not always called active
# NS5 inhibitors pilot replicate: also measured in NS5 inhibitors; calls as there; inhibition, %; measured here: pilot screen replicate inhibition
# * marks the source's active call; other numbers are inactive results; ? = inconclusive; . = not tested or not shown.
SMILES,Salmonella PhoP GFP,RSV CPE inhibition,NS5 inhibitors,LYP phosphatase,West Nile virus CPE,CSM14.1 death rescue,MgcRacGAP inhibition,GPR35 arrestin U2OS,SV40 large T antigen,others
COC(=O)C1=C(C(=O)OC)[C@@H]2Nc3ccccc3[C@@]23C[C@@H](C(=O)OC)N(C(=O)c2cccs2)C3=N1,6.3%,-1.5%,-1.6%,.,0.0%,.,-0.6%,.,21.0%,
Cc1cc(=O)n2c(n1)NC(=NCc1ccccc1)NC2c1ccccc1 (centres undefined),-5.8%,0.3%,.,1.8%,-0.2%,.,.,3.0%,5.7%,
O=C(Oc1cccc(Cl)c1)N1CCOCC1,5.4%,0.2%,.,-4.2%,-0.2%,.,10.3%,-10.7%,7.9%,
Cc1ccccc1N1CCN(c2ncnc3scc(-c4cccs4)c23)CC1,4.4%,4.4%,-0.7%,1.4%,0.2%,-1.6%,5.6%,0.1%,-0.5%,
CCCn1c(NC(=S)Nc2ccccc2)nc2ccccc21,8.7%,2.3%,-0.7%,13.7%,0.6%,5.9%,5.2%,12.6%,19.4%,
O=C(NC1(C(F)(F)F)C(=O)Nc2c1c(=O)[nH]c(=O)n2Cc1ccco1)C1CC1 (centres undefined),6.1%,1.2%,0.8%,-1.7%,-0.1%,-0.3%,-2.7%,12.3%,-1.4%,
CN(Cc1ccccc1)S(=O)(=O)CCNC(=O)c1ccc2c(c1)OCO2,2.8%,-1.7%,-3.7%,.,.,.,1.0%,.,18.3%,
COC(=O)c1sccc1NC(=O)CSc1ccc(Cl)cc1,-3.9%,?,-8.2%,-3.3%,-1.0%,-0.7%,8.6%,-0.3%,10.8%,
CN(CC(=O)Nc1cccc(F)c1)CC(=O)Nc1ccccc1Oc1ccccc1,-4.0%,3.2%,0.0%,-3.0%,-0.4%,.,27.2%,2.9%,8.4%,
CCCCCn1nc(C)c(/C=N/NC(=O)c2ccoc2C)c1C,0.7%,3.6%,-5.5%,-1.0%,-1.0%,-0.2%,8.7%,0.7%,5.1%,
COc1cc(OC)c(NC(=O)CCNS(=O)(=O)c2ccc3c(c2)oc(=O)n3C)cc1Cl,4.3%,1.1%,-7.9%,-1.3%,0.5%,0.1%,6.5%,9.4%,3.5%,
CCN(CC)c1ccc(/C=N/NC(=O)CNC(=O)c2ccc3c(c2)OCCO3)cc1,2.0%,0.9%,1.6%,-9.1%,-0.9%,.,7.8%,-7.8%,11.3%,
CC(C)(C)c1cc(NCc2ccccn2)n2ncc(-c3ccc(Cl)cc3)c2n1,3.5%,1.1%,9.3%,1.5%,-0.9%,.,-11.6%,-0.1%,-7.3%,
CCOC(=O)c1ccc(-n2c(CCC(=O)O)ccc2-c2ccccc2)cc1,5.6%,1.3%,0.7%,-4.1%,-0.5%,.,9.9%,0.3%,25.0%,
O=C(CN(c1ccccn1)S(=O)(=O)c1ccc(F)cc1)Nc1ccc(F)cc1F,2.2%,1.1%,.,2.0%,.,-0.9%,0.5%,-10.7%,5.8%,
Cc1ccc(S(=O)(=O)N2CCCCC2)cc1NC(=O)CSc1nccn1C,2.4%,2.7%,-3.9%,2.8%,0.0%,-1.6%,2.8%,2.7%,7.4%,
COc1ccc(NC(=S)NC(NC(C)=O)C(Cl)(Cl)Cl)c([N+](=O)[O-])c1 (centres undefined),16.4%,2.6%,3.6%,-5.9%,-0.6%,1.2%,10.8%,-7.1%,8.8%,
COc1cc(NC(=O)C2CCCO2)c(OC)cc1NC(=O)c1ccccc1 (centres undefined),-0.8%,2.1%,6.2%,-2.0%,0.2%,-2.5%,10.9%,-2.1%,6.3%,
Cc1ccc2c(CN3CCN(Cc4ccccc4)CC3)cc(=O)oc2c1C,0.9%,0.8%,-1.3%,-8.3%,-0.8%,.,4.9%,-24.1%,9.7%,
O=C(C1CCN(S(=O)(=O)c2cnc[nH]2)CC1)N1CCc2ccccc2C1,17.6%,0.8%,-8.6%,-8.1%,-0.1%,-1.8%,4.9%,4.3%,18.3%,
O=C(CNc1cccc([N+](=O)[O-])c1)NCCCc1ccccc1,0.4%,1.7%,-4.9%,-5.0%,-1.0%,.,13.2%,15.5%,-0.6%,
COc1c(N2CCN(C(=S)Nc3ccc(F)cc3)C(C)C2)c(F)cc2c(=O)c(C(=O)O)cn(C3CC3)c12 (centres undefined),7.48µM*,0.6%,6.4%,-1.3%,0.0%,2.6%,13.6%,-8.3%,2.9%,
O=C(N1CCN(c2ccc(F)cc2)CC1)C1(c2cccs2)CCOCC1,-7.5%,2.5%,-1.9%,-5.3%,-0.7%,-1.6%,7.5%,7.3%,15.8%,
Cc1c(C=NCCOCc2ccccc2)cnn1C,-6.7%,-0.7%,8.7%,-5.7%,-0.2%,-0.1%,14.8%,8.2%,53.0%,

# The final two records of the part before are carried over, then new ones follow.
SMILES,Salmonella PhoP GFP,RSV CPE inhibition,NS5 inhibitors,LYP phosphatase,West Nile virus CPE,CSM14.1 death rescue,MgcRacGAP inhibition,GPR35 arrestin U2OS,SV40 large T antigen,others
O=C(N1CCN(c2ccc(F)cc2)CC1)C1(c2cccs2)CCOCC1,-7.5%,2.5%,-1.9%,-5.3%,-0.7%,-1.6%,7.5%,7.3%,15.8%,
Cc1c(C=NCCOCc2ccccc2)cnn1C,-6.7%,-0.7%,8.7%,-5.7%,-0.2%,-0.1%,14.8%,8.2%,53.0%,
COc1ccc(C)cc1NC(=O)c1cc2c(CO)cnc(C)c2oc1=N,0.4%,0.7%,-8.2%,-3.1%,0.0%,-0.2%,1.3%,-1.8%,20.9%,
CC(C)(C)C1=Nn2c(nnc2-c2ccco2)SC1,-3.6%,0.8%,-8.0%,-7.4%,0.3%,-0.9%,8.8%,-6.6%,34.6%,
CCCn1c(/C=C/c2ccccc2)nc2ccccc21,-0.8%,3.0%,-8.9%,-8.5%,0.1%,-3.7%,3.0%,-3.7%,2.2%,
COc1ccc(CC(=O)N2CCN(c3ccc(F)cc3)CC2)cc1,-5.8%,0.0%,0.7%,-6.6%,-1.4%,.,11.6%,12.8%,-4.2%,NS5 inhibitors pilot replicate=6.7
O=C(NCCO)c1ccc2c3n(nc2c1)-c1ccccc1CO3,5.6%,-1.4%,-12.8%,-6.1%,-0.3%,.,4.8%,0.6%,8.2%,
CCOP(=O)(OCC)C(NC(=O)Nc1ccc(Cl)cc1)C(=O)N(CC)CC (centres undefined),-2.8%,1.9%,-15.2%,-7.1%,-0.5%,-1.2%,5.0%,9.3%,9.1%,
Cc1cccc(N(CC(=O)NC2CCCC2)C(=O)CCC(=O)Nc2nc(C)cs2)c1,-0.8%,5.6%,-4.2%,-9.3%,-0.6%,.,2.6%,-11.2%,1.0%,
Cc1ccc(C(C)C)c(OCC(=O)NN2C(=O)c3ccccc3C2=O)c1,-0.6%,2.1%,1.6%,-6.9%,0.3%,.,4.2%,-4.6%,4.3%,
COc1ccc(OC)c(S(=O)(=O)NCC(c2ccco2)N2CCc3ccccc3C2)c1 (centres undefined),2.7%,3.5%,4.3%,.,.,.,1.9%,.,20.8%,
CCOC(=O)CSc1n[nH]c(=S)s1,-8.4%,1.8%,4.6%,-4.6%,0.9%,.,8.1%,2.1%,?,
CCCCn1c(SCC(=O)OCC)nc2c1c(=O)[nH]c(=O)n2C,4.1%,2.4%,1.4%,-1.3%,-0.1%,.,9.9%,22.4%,7.8%,
CC(C)CN1CCN(Cc2c[nH]c3ccccc23)CC1CCO (centres undefined),6.4%,0.1%,4.3%,-4.2%,0.3%,.,9.2%,1.2%,1.6%,
CCOC(=O)N1CCN(C(=O)CCc2ccccc2)CC1,-8.0%,1.0%,.,-7.4%,0.2%,.,6.0%,-5.9%,-2.4%,
Cc1cc(C)cc(NC(=O)Cn2nnc3ccccc3c2=O)c1,2.4%,2.4%,-5.5%,-6.5%,-1.1%,-0.4%,-6.6%,-6.4%,10.0%,
Cn1cc(Cl)c(C(=O)Nc2nc3ccc([N+](=O)[O-])cc3s2)n1,3.9%,4.1%,-4.5%,-6.2%,-0.2%,-1.1%,7.0%,4.6%,-1.5%,
COc1ccc(S(=O)(=O)NCC(=O)N(Cc2ccco2)C(C(=O)NC(C)(C)C)C(C)C)cc1 (centres undefined),4.8%,-0.1%,-1.8%,-4.8%,-0.8%,.,2.5%,-6.3%,1.0%,
O=C(NCc1ccco1)/C(=C\c1cccc([N+](=O)[O-])c1)NC(=O)c1ccco1,-11.9%,2.1%,-5.4%,-6.5%,-0.7%,.,7.9%,0.3%,8.2%,
COc1ccc(NS(=O)(=O)c2ccc(NS(=O)(=O)c3cccs3)cc2)cc1,-4.0%,0.5%,3.6%,-1.1%,0.0%,.,4.9%,3.3%,9.8%,
CCCC(C)NC(=O)C1c2ccccc2Oc2ccccc21 (centres undefined),3.0%,0.1%,-14.5%,-8.9%,-0.4%,.,1.1%,-10.4%,-1.5%,NS5 inhibitors pilot replicate=-4.0
CCN(CC)C(=O)Cn1c(=O)n(C)c2ccccc21,-1.4%,0.8%,-2.4%,-2.0%,0.0%,3.6%,5.9%,-11.6%,11.8%,
CCc1ccc(C(=O)C(C)OC(=O)Cn2cnc3c2c(=O)n(C)c(=O)n3C)cc1 (centres undefined),-2.9%,-0.9%,-3.6%,.,.,.,4.9%,.,3.7%,
COc1cccc(/C=C(/C(=O)OCC(=O)NCC2CCCO2)c2ccccc2)c1 (centres undefined),0.1%,3.9%,7.2%,-2.9%,-0.8%,.,-22.9%,5.4%,29.7%,
CCC(C)(C)NC(=O)C(OC(=O)c1cc2sccc2n1C)c1ccc(OC)cc1 (centres undefined),-14.8%,0.2%,-5.4%,-0.5%,0.0%,-1.4%,5.7%,-2.8%,1.0%,
COc1cc(OC)cc(-c2cc(N)n(S(=O)(=O)c3cccc4nsnc34)n2)c1,-4.8%,0.2%,-7.0%,-0.3%,-0.2%,.,5.5%,-2.0%,.,
C=CCSc1nnc(NC(=O)c2c(CC)noc2C)s1,-6.2%,3.9%,-5.1%,.,.,.,4.6%,.,16.6%,
CNC(=O)c1nc(C)n(-c2ccc(Cl)cc2Cl)n1,2.3%,0.5%,-5.9%,1.1%,-0.4%,-0.9%,-4.9%,59.4%,8.1%,
O=C(NCCS(=O)(=O)N1CCN(c2ccc(F)cc2)CC1)c1ccc2c(c1)OCO2,5.0%,0.7%,-5.8%,.,.,.,7.5%,.,4.6%,
COc1ccccc1/C=C/C(=O)NCC(=O)N/N=C(/C)c1ccc(Cl)cc1,-6.5%,25.4µM*,-5.3%,-3.8%,-0.8%,.,7.6%,-19.1%,6.5%,
COc1cc(C(=O)NC(c2ccccc2)c2ccccc2)cc(OC)c1OC,-6.6%,0.1%,2.4%,-1.5%,-0.9%,.,6.9%,8.7%,12.5%,

# Bioassay records as filed in PubChem.
